High-throughput results as filed in PubChem BioAssay.
BAZ2B block: blocks human BAZ2B; Q9UIF8; AlphaScreen BAZ2B-H3K14Ac peptide displacement; Potency, µM (doses to about 114 µM), inactives show top-dose activity change, negative = inhibition, hits mostly inhibitors; hit rate 4.4% among 360,000; note: % is set by controls: 0 for no effect and ±100 for the full control effect; nearly all actives have a fitted effect of over 60% in size
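AlphaScreen displacement of biotin-H3(5-23)K14Ac peptide (50 nM final) from BAZ2B (50 nM final) in PBS pH 7.4, 0.01% Tween-20; complex preformed 30 min RT, then compounds (top 110 uM) 30 min RT, beads 20 min dark.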
G9a inh: blocks human histone lysine methyltransferase G9a; Q96KQ7; G9a H3K9 monomethylation, AlphaScreen, 2 h; Potency, µM (doses to about 102 µM), without a hit: at the highest dose activity, negative = inhibition, most hits filed as inhibitors; hit rate 8.8% among 350,000; AID 504332; note: % is set by controls: 0 for no effect and ±100 for the full control effect; nearly all actives have a fitted effect of over 75% in size
Target sequence (Q96KQ7 913-1193 limits assumed): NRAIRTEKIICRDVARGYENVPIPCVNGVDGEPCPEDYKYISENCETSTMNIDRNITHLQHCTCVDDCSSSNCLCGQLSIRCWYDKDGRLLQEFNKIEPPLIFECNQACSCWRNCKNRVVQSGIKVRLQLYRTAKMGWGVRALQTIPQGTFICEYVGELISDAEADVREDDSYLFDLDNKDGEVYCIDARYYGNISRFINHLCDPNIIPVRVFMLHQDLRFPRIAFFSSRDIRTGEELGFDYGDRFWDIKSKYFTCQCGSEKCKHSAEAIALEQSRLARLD
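Readings reflect AlphaScreen signal from monomethyl-H3K9 antibody detection. HMT at 20 nM; substrate b-H3K9 500 nM; cofactor SAM 20 uM; 2 h RT reaction; compounds tested as titrations in qHTS with 15 min preincubation.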
GLS inhibitor: glutaminase GLS (human) inhibition. hit rate 0.21% among 410,000. O94925. Potency, µM (top dose mostly 45.5 µM), without a hit: at the highest dose activity change, negative = inhibition, most hits filed as inhibitors. GLS enzymatic activity, qHTS titration; note: % is set by controls: 0 for no effect and ±100 for the full control effect
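Coupled fluorescence readout: glutamate oxidase/HRP/Amplex Red detect glutamate formed by hKGA from L-glutamine (1 mM solution added). Buffer 45 mM KH2PO4 pH 8.2, 0.02% Tween-20; reads at t0 and 30 min RT.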
POLI inh: inhibitors of human DNA polymerase iota; Pol iota fluorescent replication assay, 10 min; Potency, µM (series often up to 115 µM), for inactives: at the highest dose activity, negative = inhibition, most hits filed as inhibitors; hit rate 1% among 390,000; AID 588590
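Fluorescent replication assay read twice, at 0 min and 10 min after adding 50 nM (final) substrate. Enzyme (10 nM) and compounds were first incubated 15 min at room temperature; enzyme-free buffer wells were negative controls.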
Pin1 inhibitor: blocks the human prolyl isomerase Pin1; Potency, µM (highest dose often 115 µM), for inactives: top-dose activity, negative = inhibition, hits mostly inhibitors; hit rate 0.009% among 390,000; Q13526; Pin1 FP peptide displacement, HiFluor488, 10 min; AID 504891; active = well fitted inhibition curve with a large enough effect in the polarisation, with a control signal flat, not every such curve was filed as active; inconclusive = small, poorly fitted or top-dose-only effect, or effect the other way, or a change in a side signal; inactive = no such curve, though single readings can be large or run the other way; the % refers to the polarisation; note: % is set by controls: 0 for no effect and ±100 for the full control effect
Target sequence (Q13526 whole entry, looked up): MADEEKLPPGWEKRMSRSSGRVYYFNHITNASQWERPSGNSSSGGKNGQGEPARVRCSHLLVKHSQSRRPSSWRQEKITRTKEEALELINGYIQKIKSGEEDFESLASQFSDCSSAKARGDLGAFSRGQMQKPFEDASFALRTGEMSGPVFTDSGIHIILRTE
BLM inh: Bloom syndrome helicase (human) inhibition. P54132. recombinant BLM DNA unwinding, fluorescence dequenching. Potency, µM (doses to about 56.1 µM), for the others: at the highest dose activity change, negative = inhibition, actives largely listed as inhibitors. hit rate 0.2% among 350,000. AID 2528;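 note: plate controls were vehicle for no effect and no enzyme for full effect; nearly all actives have a fitted effect of over 35% in size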
HP1b binding inh: inhibitors of HP1-beta chromodomain binding to methylated histone tails; AlphaScreen HP1-beta / biotin-H3K9me3 peptide binding; Potency, µM (titrated, usually from 114 µM), for the others: at the highest dose activity change, negative = inhibition, actives largely listed as inhibitors; hit rate 0.56% among 390,000; AID 540317; note: nearly all actives have a fitted effect of over 70% in size; inactives centre near 23
Target sequence (P83916 whole entry, looked up): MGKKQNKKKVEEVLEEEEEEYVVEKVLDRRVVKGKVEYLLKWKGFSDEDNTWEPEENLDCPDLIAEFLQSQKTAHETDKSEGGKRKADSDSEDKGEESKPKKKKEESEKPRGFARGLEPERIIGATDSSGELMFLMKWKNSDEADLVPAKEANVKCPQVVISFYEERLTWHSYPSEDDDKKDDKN
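Compound inhibition of the preformed complex between 50 nM HP1-beta and 50 nM biotinylated H3K9me3 peptide was read by AlphaScreen. Buffer was PBS pH 7.4 with 0.01% Tween-20. Incubations ran 30 min at room temperature, with 10 ug/mL donor/acceptor beads.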
JMJD2A Tudor: blocks the human JMJD2A Tudor domain. O75164. Potency, µM (titrated, usually from 114 µM), inactives show top-dose activity change, negative = inhibition, hits mostly inhibitors. hit rate 4.4% among 390,000. AlphaScreen JMJD2A-Tudor / H3K4me3 peptide binding; note: % is set by controls: 0 for no effect and ±100 for the full control effect; nearly all actives have a fitted effect of over 50% in size
PGK inhibitor: inhibitors of T. brucei phosphoglycerate kinase; AID 602233; Potency, µM (highest dose often 57.5 µM), without a hit: top-dose activity change, negative = inhibition, most hits filed as inhibitors; hit rate 0.043% among 380,000; PGK/GAPDH coupled, Kinase-Glo luminescence, 60 min; note: % is set by controls: 0 for no effect and ±100 for the full control effect; nearly all actives have a fitted effect of over 60% in size
Target sequence (P07378 whole entry, looked up): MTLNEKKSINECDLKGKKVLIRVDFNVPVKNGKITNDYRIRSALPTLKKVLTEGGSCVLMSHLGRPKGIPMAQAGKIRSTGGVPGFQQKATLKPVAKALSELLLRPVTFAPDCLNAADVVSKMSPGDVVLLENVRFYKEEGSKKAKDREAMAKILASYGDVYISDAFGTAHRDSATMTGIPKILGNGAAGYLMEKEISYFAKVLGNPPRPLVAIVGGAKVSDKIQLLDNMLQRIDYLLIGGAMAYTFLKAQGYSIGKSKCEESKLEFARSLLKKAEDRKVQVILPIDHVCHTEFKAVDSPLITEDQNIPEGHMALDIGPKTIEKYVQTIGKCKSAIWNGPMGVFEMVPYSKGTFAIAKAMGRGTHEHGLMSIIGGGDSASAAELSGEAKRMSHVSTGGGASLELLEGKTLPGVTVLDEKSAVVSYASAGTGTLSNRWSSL
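Recombinant glycosomal PGK reaction used 1,3-bisphosphoglycerate generated in-well by GAPDH (100nM final) in 100mM TEA pH 7.6, 5mM MgCl2, 0.01% Tween-20. After 60 minutes at room temperature, ATP was read by Kinase-Glo Plus luminescence end-point.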
The depositor's hits bear a star; i = inactive; ? = inconclusive; / = no result given; [ ] = remark or other dose. Unless noted, calls come from the whole dose curve; as a rule, active = well fitted curve in the direction sought with a large enough effect; inconclusive = small, poorly fitted or top-dose-only effect, or another doubt; inactive = no such curve, though single readings can be large; an effect the other way counts as inactive or inconclusive. Potency is the fitted concentration of half-maximal effect. These rows are one share of the data; the hit share may differ from the screen's.

BAZ2B block,G9a inh,GLS inhibitor,POLI inh,Pin1 inhibitor,BLM inh,HP1b binding inh,JMJD2A Tudor,PGK inhibitor,structure
-8%,/,0%,30%,-7%,-1%,52%[activator],-2%,-10%,COc1ccc(CC(=O)N/N=C(\C)c2cccnc2)cc1
-5%[57.1 µM],?,18%,-13%,-9%,-15%,-18%,-21%,7%,CCOC(=O)C1=C(C)N=C2c3ccccc3C(=O)C2C1c1ccc(C)cc1 (stereo unspecified)
3%,20%[12.7 µM],6%,22%,-1%,/,35%[activator],-10%,3%,CCCc1cc(=O)[nH]c(SCC(=O)NC(=O)NC2CCCC2)n1
3%,15%[59 µM],0%,-10%,0%,-1%,25%,?,5%,CN1CC2(C)CN(C(c3ccccc3)c3ccccc3)CC(C)(C1)C2O (stereo unspecified)
-5%,47%[activator],-5%,11%,1%,2%,37%[activator],5%,-2%,CN(C)S(=O)(=O)c1cccc(NC(=O)c2sccc2-c2ccccc2)c1
-37%,50µM*,1%,39%[activator],3%,-1%,12%,-21%,-8%,Cc1c(CNCCC2=CCCCC2)c(C(=O)O)c(C)n1Cc1ccccc1
45µM*,7.1µM*,-4%,17%,-13%,-2%,28µM*,5.6µM*,-5%,CN(CCc1ccccn1)S(=O)(=O)c1ccc(F)cc1
?,-11%,-3%,37%[activator],3%,-1%,25%,?,-1%,O=C(CCN1C(=O)/C(=C/c2ccccc2)SC1=S)Nc1ccccn1
-3%,-22%,4%,0%,-2%,0%,82%[activator],0%,0%,COc1cc(C(=O)NCC2CCCO2)ccc1OCc1c(C)noc1C (stereo unspecified)
8%,-12%[2.33 µM],-2%,-3%,-2%,/,20%,-4%,-4%,CCOc1ccc(S(=O)(=O)N2CCOCC2)cc1NC(=O)CN1C(=O)NC(C)(c2ccccc2)C1=O (stereo unspecified)
1%,3%[0.501 µM],3%,38%[activator],-4%,/,36%,-14%,-12%,COc1ccccc1CNC(=O)COC(=O)/C=C/c1ccc(OC(F)F)c(OC)c1
-16%,-14%,-2%,10%,8%,-9%,6%,-18%,-2%,O=C(COc1ccc(/C=N/NC(=O)c2ccncc2)cc1)Nc1ccccc1
-12%,?,-4%,-3%,-1%,24%,33%,-10%,-3%,CC(C)(C)NCc1cc(Cl)ccc1OCc1cccs1
56µM*,2µM*,?,3%,5%,1%,11µM*,?,2%,O=[N+]([O-])c1ccc(N2CCN(C(=S)c3cccc([N+](=O)[O-])c3)CC2)cc1
14%,12%[12.7 µM],-4%,23%,?,-4%,24%,-12%,4%,CCOC(=O)c1[nH]c(C)c(C(=O)Nc2cc(Cl)ccc2C)c1C

Limited to PGK inhibitor and POLI inh, for three of the compounds above:
mol,PGK inhibitor,POLI inh
O=C(CCN1C(=O)/C(=C/c2ccccc2)SC1=S)Nc1ccccn1,-1%,37%[activator]
O=[N+]([O-])c1ccc(N2CCN(C(=S)c3cccc([N+](=O)[O-])c3)CC2)cc1,2%,3%
O=C(COc1ccc(/C=N/NC(=O)c2ccncc2)cc1)Nc1ccccc1,-2%,10%

Continued.
BAZ2B block,G9a inh,GLS inhibitor,POLI inh,Pin1 inhibitor,BLM inh,HP1b binding inh,JMJD2A Tudor,PGK inhibitor,structure
-2%,4%,5%,8%,1%,-2%,50%[activator],0%,-2%,N#CCc1ccc(NS(=O)(=O)c2ccc(N3CCCC3=O)cc2)cc1
-11%,-29%[59 µM],-6%,1%,3%,-3%,40%[activator],-18%,-3%,COc1ccc(OC)c(NC(=O)N2CC(C)Oc3ccc(C)cc32)c1 (stereo unspecified)
-11%,/,-1%,94%[activator],-1%,4%,15%,-7%,i,COc1ccc(/C=N/NC(=O)CN(C)S(=O)(=O)c2ccc(NC(C)=O)cc2)cc1
-15%,?,1%,-9%,35%[activator],-5%,35%,-24%,i,O=C1c2ccccc2-c2nc3ncnn3c(-c3ccccc3Cl)c21
4%,?,6%,96%[activator],16%,-3%,?,-29%,-10%,COc1cc2nc(NC(=O)c3ccc(Cl)cc3)sc(=O)c2cc1OC
-1%,-6%[59 µM],2%,15%,-3%,1%,37%[activator],-9%,-1%,COc1ccc(CN2CCC(CNC(=O)NC3CCCCC3)CC2)cc1
-5%,?,-5%,-13%,0%,3%,38%[activator],10µM*,-8%,C=CCn1c(-c2ccco2)n[nH]c1=S
/,/,12%,17%,-1%,/,7%,32µM*,-6%,O=C(CC(=O)c1ccncc1)c1ccccc1
-7%,-6%[12.7 µM],-1%,-16%,0%,1%,12%,-20%,2%,COc1ccc(/C=N/NC(=O)c2ccn[nH]2)cc1Cn1nc(C)c([N+](=O)[O-])c1C
-15%,?,9%,14%,40%[activator],-5%,5%,?,-6%,CCc1ccc(NC(=O)Nc2cc(C(=O)NCC3CCCO3)ccc2N2CC3CC(C2)c2cccc(=O)n2C3)cc1 (stereo unspecified)
-4%,6%[59 µM],14%,31%[activator],-11%,0%,35%,-9%,5%,CCSc1nnc(NC(=O)C2CCN(S(=O)(=O)c3cc(C(F)(F)F)ccc3Cl)CC2)s1
-3%,1%[59 µM],6%,0%,?,0%,38%,0%,-2%,Cc1cc(C(F)(F)F)c(C#N)c(=O)[nH]1
?,11µM*,12%,30%[activator],1%,-9%,22µM*,25µM*,0%,COc1cc(/C=N\Nc2nc(-c3cccs3)c(NC(C)=O)s2)ccc1O
-1%,-29%[12.7 µM],12%,?,5%,-1%,22%,-9%,-1%,Cc1ccc(S(=O)(=O)c2nc(S(C)(=O)=O)sc2N(C)C)cc1
-30%,?,6%,4%,-7%,-1%,25%,-11%,-10%,Cn1nnc2c(N3CCCCC3)nccc21

Already shown: an excerpt of the list.
BAZ2B block,G9a inh,GLS inhibitor,POLI inh,Pin1 inhibitor,BLM inh,HP1b binding inh,JMJD2A Tudor,PGK inhibitor,structure
-11%,-29%[59 µM],-6%,1%,3%,-3%,40%[activator],-18%,-3%,COc1ccc(OC)c(NC(=O)N2CC(C)Oc3ccc(C)cc32)c1 (stereo unspecified)
-11%,/,-1%,94%[activator],-1%,4%,15%,-7%,i,COc1ccc(/C=N/NC(=O)CN(C)S(=O)(=O)c2ccc(NC(C)=O)cc2)cc1
-15%,?,1%,-9%,35%[activator],-5%,35%,-24%,i,O=C1c2ccccc2-c2nc3ncnn3c(-c3ccccc3Cl)c21

(listing goes on)
BAZ2B block,G9a inh,GLS inhibitor,POLI inh,Pin1 inhibitor,BLM inh,HP1b binding inh,JMJD2A Tudor,PGK inhibitor,structure
-11%,8%[0.0925 µM],21%,-3%,2%,-2%,28%,9%,1%,Cc1ccc(NC(=O)C2CCC(CNC(=O)[C@@H]3Cc4ccccc4CN3)CC2)cc1 (stereo partly specified)
-7%,-6%,9%,22%,-1%,0%,5%,-15%,-1%,CSc1ccccc1OCc1cc(C(=O)NCCC2CCCCO2)no1 (stereo unspecified)
/,/,-12%,32%[activator],1%,/,21%,-3%,-8%,O=C(/C=C/c1cccc(C(F)(F)F)c1)OCC(=O)N1CCN(c2ccccc2)CC1
6%,-2%[2.33 µM],20%,18%,2%,0%,62%[activator],-15%,i,CN(N)C(=S)NCc1ccccc1
-12%,71µM*,-4%,8%,1%,-7%,-17%,?,-7%,Cc1ccc(C2=NS(=O)(=O)N(C)C(C(=O)Nc3ccc(F)cc3F)=C2)cc1
-18%,-1%[0.501 µM],-1%,9%,1%,/,21%,-25%,-8%,COc1ccc([C@H]2CC(=O)C=C(c3ccc(NC(C)=O)cc3)C2)cc1OC
-3%,-4%,-2%,-7%,-1%,-1%,23%,-3%,i,COc1ccc(CCNC(=O)CN2CCC(n3nnc4cc(F)ccc43)CC2)cc1OC
-10%,-9%[0.0925 µM],12%,-18%,3%,1%,34%,-6%,3%,COc1ccccc1N1CCN(C(c2cccs2)C(C)NC(=O)C(=O)N2CCCCC2)CC1 (stereo unspecified)
-15%,-7%,10%,-21%,1%,-3%,-17%,-32%,i,COc1cc2[nH]c(=S)nc(NC3CCCCCC3)c2cc1OC
/,-7%[59 µM],12%,-7%,?,-1%,22%,-8%,-8%,CC(C)c1nc(SCC(=O)N2CCCC2)c2ccccc2n1
1%,/,0%,-3%,0%,-1%,-16%,6%[11.4 µM],-9%,Cc1ccc(C2C(C#N)C(C#N)N3CCCN23)cc1 (stereo unspecified)
13%,45µM*,-14%,19%,4%,-4%,18%,-11%,-7%,CCN(CC)S(=O)(=O)c1ccc2c(c1)nc(SCn1nnc3ccccc3c1=O)n2CC
/,?,-1%,10%,4%,-2%,20%,-18%,-7%,COc1cc(S(=O)(=O)n2ccnc2)ccc1Br
-32%,1.4µM*,-29%,-2%,-4%,-7%,60%[activator],-28%,-1%,CCn1c(-c2csc(-c3ccccc3)n2)n[nH]c1=S
5%,14%[0.501 µM],-7%,-15%,-4%,-4%,44%[activator],-1%,-3%,CCCC1CC(C)(/C(C)=N\NC(N)=S)OC1=O (stereo unspecified)
1%,18%[59 µM],-13%,33%[activator],10%,-3%,18%,-12%,-1%,CCOC(=O)c1c(NC(=O)C2CCCN(S(=O)(=O)c3ccc(C)cc3)C2)sc2c1CCCC2 (stereo unspecified)
/,/,1%,28%,-2%,/,-9%,?,-9%,CC(C)(C)OC(=O)C[C@@H]1C/C=C\C[C@H](CC(=O)N(CCO)Cc2ccccc2)C(=O)N[C@@H](Cc2c[nH]c3ccccc23)COC1=O
-32%,-32%,0%,43%[activator],4%,-1%,28%,-10%,i,COC(=O)CCNC(=O)c1ccc2[nH]c(C)c(C)c2c1
12%,2%[59 µM],-8%,59%[activator],1%,1%,34%,0%,2%,CCc1cccc(C)c1NC(=S)N(CCCN1CCOCC1)Cc1cccnc1
?,-2%[59 µM],8%,-13%,-10%,-1%,-14%,?,2%,C=Cc1ccc(Cn2c(C)c(CNCCc3ccccc3C)c(C(=O)O)c2C)cc1
-26%,0%,-12%,58%[activator],0%,3%,21%,-6%,i,Cc1ccsc1/C=N/NC(=O)C(=O)NCC(C)C
?,-18%,2%,25%,-1%,-1%,22%,-29%,8%,NC(=O)CC(NC(=O)c1ccc(Br)cc1)c1ccc(N2CCN(c3ccccc3)CC2)c([N+](=O)[O-])c1 (stereo unspecified)
